# SENP8 inh = inhibitors of human SENP8 protease. Q96LD8. purified SENP8, Z-RLRGG-aminoluciferin cleavage, luminescence. inhibition, % at 10 µM. hit rate 1.2% among 330,000
# Target sequence (Q96LD8 whole entry, looked up): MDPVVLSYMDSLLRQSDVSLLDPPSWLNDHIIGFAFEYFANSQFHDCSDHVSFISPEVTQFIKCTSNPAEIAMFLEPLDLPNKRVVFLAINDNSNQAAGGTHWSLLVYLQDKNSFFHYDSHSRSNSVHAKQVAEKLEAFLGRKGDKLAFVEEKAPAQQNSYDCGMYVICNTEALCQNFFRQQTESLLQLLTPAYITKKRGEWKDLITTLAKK
# SENP7 inh = blocks the human protease SENP7 | inhibition, % at 5 µM | hit rate 1.5% among 330,000 | recombinant SENP7, Z-RLRGG-aminoluciferin luminescence, 40 min | AID 434973 | Q9BQF6;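 active = inhibition above about 50% at the single test dose, limit read from the data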;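 note: plate controls were DMSO with enzyme for no effect and no enzyme buffer wells for full effect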
# Target sequence (Q9BQF6 706-1050 limits assumed): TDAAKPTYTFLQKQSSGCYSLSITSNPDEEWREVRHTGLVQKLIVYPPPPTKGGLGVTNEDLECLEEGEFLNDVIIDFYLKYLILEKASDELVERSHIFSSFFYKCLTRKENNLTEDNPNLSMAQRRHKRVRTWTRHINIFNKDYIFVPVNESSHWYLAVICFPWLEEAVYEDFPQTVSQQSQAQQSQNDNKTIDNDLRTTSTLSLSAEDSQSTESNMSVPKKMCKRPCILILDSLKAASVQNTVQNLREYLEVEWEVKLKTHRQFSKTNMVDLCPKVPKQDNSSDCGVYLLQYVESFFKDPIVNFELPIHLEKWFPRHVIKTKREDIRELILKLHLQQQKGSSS
# HKDC1 inh = inhibitors of human hexokinase HKDC1 | inhibition, % at 20 µM | hit rate 0.16% among 340,000 | recombinant HKDC1, G6PDH/diaphorase resazurin coupled fluorescence | AID 493160 | Q2TB90;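 active = inhibition above about 35% when tested at 20 µM, limit read from the data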;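 note: plate controls were DMSO wells with enzyme for no effect and DMSO wells lacking enzyme for full effect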
#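 Material: recombinant HKDC1 hexokinase; Amount: HKDC1 at 5 µg/mL; Medium: Tris pH 8.0 buffer with MgCl2, Tween-20, BSA, BME; Schedule: 90 min reaction incubation at room temperature, dark; Technique: coupled resazurin fluorescence, excitation 525 nm, emission 613 nm.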
# Gli-Sufu block = Gli-Sufu pathway antagonism; hit rate 0.74% among 340,000; inhibition, % at 5 µM; Sufu-KO-LIGHT fibroblasts, Gli luciferase reporter luminescence;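 active = inhibition above about 55%, limit read from the data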;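 note: 0% = DMSO-treated cells and 100% = wells with medium but no cells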
# Jurkat NFkB inh = lowers PMA/ionomycin-induced NF-kB signal in Jurkat cells; PMA/ionomycin-induced NF-kB luciferase reporter, luminescence; inhibition, % at 4 µM; hit rate 0.53% among 330,000; AID 435003
# UBC13 inh = blocks human UBC13 polyubiquitin chain formation; P61088; TR-FRET; inhibition, % at 20 µM; hit rate 0.47% among 330,000; AID 485273; in the data active = inhibition above about 45%, passing the limit was not always enough
# Target sequence (P61088 whole entry, looked up): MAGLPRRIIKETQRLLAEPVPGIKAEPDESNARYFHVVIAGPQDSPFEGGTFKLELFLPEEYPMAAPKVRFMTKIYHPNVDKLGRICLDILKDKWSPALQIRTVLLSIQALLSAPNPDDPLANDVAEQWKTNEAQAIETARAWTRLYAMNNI
# Apaf-1 inh = blocks human Apaf-1 apoptosome activity; O14727; reconstituted apoptosome caspase-3 activity, DEVD-Rh110 fluorescence; inhibition, % at 20 µM; hit rate 0.71% among 330,000; AID 489030; active = inhibition of at least 40% at 20 µM;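 note: plate controls were DMSO wells for no effect and DEVD-CHO caspase inhibitor wells for full effect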
#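 Material: biochemical Apaf-1 apoptosome reconstitution. Medium: Hepes buffer, pH 7.5. Also added: cytochrome c activation, bis-DEVD rhodamine 110 substrate. Timing: 30 min compound preincubation, 50 min activation, room temperature. Measured by: rhodamine 110 fluorescence at Ex 480/Em 540 nm.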
# 697 NFkB inh = inhibitors of the PMA/ionomycin-induced NF-kB reporter in 697 B cells; 697 B-cell NF-kB luciferase reporter, 16 h; inhibition, % at 4 µM; hit rate 0.33% among 330,000; in the data active = inhibition above about 35%
# Starred values were filed as active, the others as inactive; . = not tested or not shown. Cut-off read from the data, not from the text of the source, unless noted: active = inhibition above about 50%; inactive = the rest.
SMILES,SENP8 inh,SENP7 inh,HKDC1 inh,Gli-Sufu block,Jurkat NFkB inh,UBC13 inh,Apaf-1 inh,697 NFkB inh
COc1ccc(CCNC(=O)c2cc3c(=O)n4ccccc4nc3n(C3CCCCC3)c2=N)cc1,-9,44,-8,18,14,2,13,-68
O=C(O)CCc1ccc(-c2ccc(Br)cc2)n1CC(=O)O,-3,-10,4,-5,0,-2,3,-7
COc1ccc(Cc2nnc(SC)[nH]c2=O)cc1,-6,4,0,-9,4,4,1,9
COc1ccc(N2C(=O)CC(Sc3nccc(C)n3)C2=O)cc1 (configuration not stated),9,-1,-6,-1,-11,0,-11,29
CC12CCC(=O)N1C(C(=O)Nc1ccccc1F)CS2 (configuration not stated),14,-2,-3,-1,2,5,1,13
Cc1cc(Br)ccc1NC(=O)CN(C)C(=O)c1cc([N+](=O)[O-])ccc1N1CCOCC1,-26,-10,3,0,4,-8,16,15
O=C(O)/C=C\C(=O)Nc1ccc(N2CCN(c3ccc(F)cc3)CC2)cc1,-8,-3,1,-1,5,1,12,-2
CCc1ccccc1NC(=O)CSc1n[nH]c(-c2cccnc2)n1,-2,0,0,13,2,6,2,16
CN(C(=O)CSc1nnnn1-c1ccccc1)C1CCCCC1,-5,-5,-2,0,-31,-2,-1,-9
CS(=O)(=O)N(Cc1ccccc1Cl)c1ccc(C(=O)N2CCCC2)cc1,-2,-2,-5,7,-1,1,-8,-5
O=C(NCC1c2ccccc2CCN1C(=O)CN1C(=O)c2ccccc2C1=O)C1CCCCC1 (configuration not stated),3,4,-2,3,11,13,8,12
CCNC(=S)Nc1cc(C(=O)N2CCCC2)ccc1N1CCCC1,-1,-1,-5,-1,6,14,-4,7
CC(C)(C)NC(=O)NC(=O)CN1CCc2ccccc21,-6,0,-6,15,0,-7,-9,-4
O=C(O)/C=C\C(=O)Nc1ccccc1C#Cc1ccc(Br)cc1,2,28,16,-22,5,-4,21,-184
Fc1cccc(Cl)c1Cn1nnc2c(-n3ccnc3)ncnc21,2,-2,1,0,-6,8,0,-2
COCCCN(C(=O)CSCc1c(C)noc1C)c1c(N)n(Cc2ccccc2)c(=O)[nH]c1=O,3,-7,-9,2,3,1,8,15
Cc1ccc(NC(=O)c2cc(S(=O)(=O)N3CCc4ccccc43)cn2C)cc1,-6,-13,-4,5,8,-12,-3,0
CC1(C)CC2CC(C)(CN2C(=O)COC(=O)c2cncc(Br)c2)C1 (configuration not stated),1,3,-7,-2,-5,2,-2,-6
CCCCCN(C(=O)CCC(=O)OC(C)C(=O)NC1CCCCC1)c1c(N)n(CCCC)c(=O)[nH]c1=O (configuration not stated),-11,12,0,-2,-8,-6,4,-16
COc1ccccc1N1CCN(Cc2cc(=O)c(OCC(=O)NC(C)C)co2)CC1,-3,10,3,7,-1,2,4,-2
O=C(NC1CC1)c1cc(OCC(F)(F)F)ccc1OCC(F)(F)F,0,5,-3,20,-2,-4,-5,21
O=C(O)c1cc(Cl)c(Cl)cc1C(=O)N(Cc1ccccc1)Cc1ccccc1,-8,10,12,0,0,-12,10,7
O=C1NC(=S)N/C1=C/c1ccc(Oc2ccc(C(F)(F)F)cc2[N+](=O)[O-])c(Cl)c1,3,9,-9,-3,-15,-16,-7,-27
O=C(NCc1cccc(F)c1)C1CCC(=O)N(C2CCCC2)C1 (configuration not stated),5,3,-3,1,-9,8,-8,5
CCN(CC(=O)Nc1ccccc1C(=O)OC)S(=O)(=O)c1ccccc1,-2,3,-5,1,0,7,-19,20
SMILES,SENP8 inh,SENP7 inh,HKDC1 inh,Gli-Sufu block,Jurkat NFkB inh,UBC13 inh,Apaf-1 inh,697 NFkB inh
COc1ccc(N2C(=O)N3[C@H](c4ccc(Cl)cc4)[C@@H]4C(=O)N(C5CCCCC5)C(=O)[C@@H]4[C@]3(Cc3ccc(Cl)cc3)C2=O)cc1,0,1,7,-18,0,-11,12,13
Cc1ccc2[nH]c(=O)c(C(c3nnnn3CC3CCCO3)N3CCCc4ccccc43)cc2c1 (configuration not stated),2,9,6,6,2,-7,23,-11
CCN1CCN(C(=O)N(CC(=O)Nc2ccc(C(N)=O)cc2)S(=O)(=O)c2ccc(C)cc2)CC1,-5,-2,-2,-9,20,-14,2,2
Cc1cc(C(=O)CSc2ncnc3ccccc23)c(C)n1C1CC1,-3,-7,-6,12,-12,12,16,-5
COc1ccc(Br)c(C(=O)NC(C)(C)CO)c1,-7,10,-3,15,-5,0,-4,-6
CCN(Cc1cc2cc(OC)ccc2[nH]c1=O)C(=O)c1ccncc1,6,14,12,3,-19,-9,3,1
Cc1ccc2nc(C)cc(N3CCOCC3)c2c1,4,9,-4,1,-2,-8,2,-20
CCN(c1ccccc1)S(=O)(=O)c1ccc(Cl)c(NC(=O)COC(=O)c2ccc(O)cc2)c1,0,5,18,-8,2,6,3,17
Cn1c(=O)c2c(nc(CN3CCC(C(N)=O)CC3)n2CCc2ccccc2)n(C)c1=O,-4,-3,-2,5,7,7,-8,10
Cc1ccc(NC(=O)Cn2c(=O)n(CCCCC(=O)NCc3ccco3)c(=O)c3ccccc32)cc1,-7,10,7,-6,3,-10,11,4
CCc1ccc(S(=O)(=O)N2CCN(C(=O)C3CCN(C(C)=O)CC3)CC2)cc1,6,-4,-4,-7,-5,-5,-1,7
COc1ccccc1-c1ccc(SCc2ccccc2)nn1,-18,5,-2,-30,-29,21,-7,-26
CC(C)C(=O)Nc1nnc(CSCc2ccccc2F)s1,-11,-11,-1,-2,-4,-9,18,-18
N#Cc1cnn2c(-c3ccccc3)ccnc12,-7,-4,-1,4,3,1,-3,16
CC(=O)C(C(C)=O)C(c1ccccc1)c1nc2ccccc2[nH]c1=O (configuration not stated),-3,4,-8,-3,8,8,5,7
O=C(NN=Cc1c(F)cccc1F)c1ccccc1NS(=O)(=O)c1cccs1,1,6,-3,9,3,7,-1,23
N/C(CC(=O)Nc1ccc(F)cc1)=N\O,-5,4,-6,23,-9,4,8,-7
CCn1c(COc2ccccc2C)nnc1SCC(=O)O,-10,1,-4,-1,-1,-6,-3,-7
O=S(=O)(Nc1ccc2c3c(cccc13)CC2)c1ccc(F)cc1,-5,8,2,-2,4,4,9,-8
CCNC(=S)Nc1cccc(NC(=O)c2ccccc2O)c1,-3,10,0,0,4,9,-206,0
C[C@H]1CN([C@@H](C)CO)C(=O)c2cccc(NS(=O)(=O)c3ccc(F)cc3)c2O[C@H]1CN(C)S(=O)(=O)c1cn(C)cn1,-6,6,-9,3,8,8,-3,13
O=C(c1cccnc1)N1CCN(CCCc2ccccc2)CC1,-1,4,-15,4,4,-1,-6,4
COc1ccc(NC(C)=O)cc1NC(=O)CSc1nnc(C2CCCCC2)n1N,2,-5,-3,0,0,3,6,10
COc1ccc(CNC(=O)c2ccc(N3CCC4(CC3)CC(c3ccc(Cl)cc3)=NO4)c(N)c2)cc1,-2,-6,.,.,18,-4,3,-40
Cn1c(N)c(C(=O)COC(=O)CCCOc2ccc(Cl)cc2Cl)c(=O)n(C)c1=O,-1,4,-4,-1,-6,8,13,9
SMILES,SENP8 inh,SENP7 inh,HKDC1 inh,Gli-Sufu block,Jurkat NFkB inh,UBC13 inh,Apaf-1 inh,697 NFkB inh
CCOC(=O)c1sc(NC(=O)CSC(=S)N2CCOCC2)nc1C,-2,4,-5,-1,8,2,-1,17
COc1cc(C(C[N+](=O)[O-])c2c(C)cc3ccccn23)ccc1O (configuration not stated),9,5,3,19,4,-16,10,-8
CC(C)CCNC(=O)[C@H](CC(C)C)NC(=O)[C@H]1O[C@@H]1C(=O)O,7,0,.,.,-5,-3,-12,22
CC(C)(O)P(=O)(O)CCc1ccccc1,-3,-3,0,2,-8,-6,-14,12
CC(C)(C)c1ccccc1NC(=O)CN1C(=O)NC(Cc2ccccc2)C1=O (configuration not stated),3,1,3,-5,-10,1,10,9
CCn1cc(C(=O)NCc2ccc(OC)cc2)c(=O)c2ccc(C)nc21,-11,6,-4,-1,-10,-3,11,-21
COC(=O)CCC(=O)NNC(=O)c1cccc(Cl)c1,5,-2,-11,-5,4,4,-19,14
COc1ccc2cc(C3OCCO3)c(Cl)nc2c1,-7,1,1,-50,-74,7,-7,-66
Fc1cccc(Cl)c1CNCc1cccnc1,-10,12,-5,1,2,-10,-11,-26
CC(C)c1ccc(-c2nn(-c3ccccc3)cc2C2C(C#N)=C(N)OC3=C2C(=O)CC(C)(C)C3)cc1 (configuration not stated),-9,0,4,-7,-13,7,26,0
O=C(O)CCC(=O)NNC(=O)COc1cccc(Cl)c1,1,5,-1,-23,-11,4,-3,5
Cc1ccc(C(=O)NCCC(=O)Nc2ccccc2C)cc1,-1,-14,-8,-7,3,-10,1,5
CC(C)(C)NC(=O)CN(C(=O)c1ccc(Cl)nc1)c1cccc2ccccc12,-5,-4,8,20,-11,-13,10,-6
O=C(NCC1CCCO1)c1ccc(N2CCCCC2)nc1 (configuration not stated),-1,5,-2,-1,-24,2,-17,-19

# Source: PubChem BioAssay
